Compound activity (PubChem BioAssay)
CHRM4 agonist: human M4 muscarinic receptor agonists, primary screen, CHO-K1 cells, Fluo-8 calcium fluorescence; activation, % at 3 µM; CHO-K1 hM4/Gqi5; vehicle 0%, full acetylcholine response 100%; Muscarinic acetylcholine receptor M4 (Homo sapiens), P08173; hit rate 0.14% among 360,000; AID 624127, 2012;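 active = activation above the run mean over all test wells plus 3 SD, cut at about 32% in these data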;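 note: peak over basal fluorescence ratio per well then scaled between controls; 0% = DMSO wells and 100% = acetylcholine at EC100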
Target sequence (P08173 whole entry, looked up): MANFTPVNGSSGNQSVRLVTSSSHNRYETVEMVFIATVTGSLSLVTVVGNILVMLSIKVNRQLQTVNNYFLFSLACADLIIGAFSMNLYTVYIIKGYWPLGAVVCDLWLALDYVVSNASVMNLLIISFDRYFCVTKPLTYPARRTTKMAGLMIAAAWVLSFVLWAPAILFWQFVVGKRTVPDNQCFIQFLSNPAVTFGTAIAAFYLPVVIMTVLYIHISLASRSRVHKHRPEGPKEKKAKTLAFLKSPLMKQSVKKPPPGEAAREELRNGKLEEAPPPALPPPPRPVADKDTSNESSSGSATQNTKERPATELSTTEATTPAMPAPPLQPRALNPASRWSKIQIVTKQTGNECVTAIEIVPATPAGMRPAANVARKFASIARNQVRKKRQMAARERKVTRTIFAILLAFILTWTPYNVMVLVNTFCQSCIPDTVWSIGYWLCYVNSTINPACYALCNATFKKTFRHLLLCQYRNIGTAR
M5 ag: human M5 muscarinic receptor agonists, primary screen, CHO-K1 cells, Fluo-8 calcium fluorescence; activation, % at 3 µM; hit rate 0.19% among 360,000; CHO-K1 hM5 cells; 0% DMSO wells, 100% maximal acetylcholine response; AID 624037, 2012; Muscarinic acetylcholine receptor M5 (Homo sapiens), P08912;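 active = activation above the run's mean over test compounds plus 3 SD, cut at about 23% in these data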;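 note: signal is peak over basal fluorescence ratio across the kinetic read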
Target sequence (P08912 whole entry, looked up): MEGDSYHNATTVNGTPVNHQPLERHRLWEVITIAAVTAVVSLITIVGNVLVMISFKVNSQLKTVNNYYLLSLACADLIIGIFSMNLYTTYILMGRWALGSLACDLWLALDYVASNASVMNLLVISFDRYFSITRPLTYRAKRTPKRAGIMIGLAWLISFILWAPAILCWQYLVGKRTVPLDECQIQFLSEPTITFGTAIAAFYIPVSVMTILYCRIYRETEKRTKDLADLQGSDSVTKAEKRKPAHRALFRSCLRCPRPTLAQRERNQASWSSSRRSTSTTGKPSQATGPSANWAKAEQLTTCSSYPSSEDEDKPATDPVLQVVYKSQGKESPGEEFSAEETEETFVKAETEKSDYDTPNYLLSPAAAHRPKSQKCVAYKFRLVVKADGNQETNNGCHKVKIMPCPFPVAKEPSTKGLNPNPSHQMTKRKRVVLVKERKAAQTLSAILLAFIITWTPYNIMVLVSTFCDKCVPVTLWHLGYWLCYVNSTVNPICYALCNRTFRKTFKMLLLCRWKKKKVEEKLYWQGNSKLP
M4 antag: human M4 muscarinic receptor antagonists, primary screen, CHO cells, Fluo-8 calcium fluorescence. CHO-hM4 cells, ACh EC80. hit rate 0.73% among 360,000. inhibition, % at 3 µM. AID 624125, 2012;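 active = inhibition above its plate's cutoff, the mean inhibition of sample wells plus 3 SD, cut at about 27% in these data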;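 note: 0% = acetylcholine EC80 with DMSO and 100% = DMSO without agonist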
M1 PAM: human M1 muscarinic receptor positive allosteric modulators, primary screen, CHO-K1 cells, Fluo-8 calcium fluorescence, 1536-well | Muscarinic acetylcholine receptor M1 (Homo sapiens), P11229 | CHO-K1 hM1, ACh EC20; 0% = ACh EC20, 100% = maximal ACh | activation, % at 3 µM | hit rate 0.088% among 360,000 | AID 588819, 2011; in the data active = activation above about 19%, passing the limit was not always enough
CHRM5 PAM: human M5 muscarinic receptor positive allosteric modulators, primary screen, CHO-K1 cells, Fluo-8 calcium fluorescence; Muscarinic acetylcholine receptor M5 (Homo sapiens), P08912; CHO-K1 hM5, ACh EC20 PAM; 0% = ACh EC20, 100% = ACh EC100; activation, % at 3 µM; hit rate 0.3% among 360,000; AID 624038, 2012;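 active = activation above the run cutoff, the mean activation of all test compounds plus 3 SD, cut at about 18% in these data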
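Assay system: CHO-K1 hM5 cells / Incubation: Fluo-8 loading 80 min at 37 °C plus 30 min room temperature / Technique: Fluo-8 calcium dye fluorescence, kinetic read / Repeats: single replicate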
CHRM5 antagonist: human M5 muscarinic receptor antagonists, primary screen, CHO cells, Fluo-8 calcium fluorescence; Muscarinic acetylcholine receptor M5 (Homo sapiens), P08912; CHO-hM5 cells, ACh EC80; inhibition, % at 3 µM; hit rate 0.59% among 360,000;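 active = inhibition above a per-plate cutoff, the mean of that plate's test compounds plus 3 SD, cut at about 27% in these data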;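 note: 0% = acetylcholine EC80 with DMSO and 100% = DMSO without agonist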
CHRM4 PAM: human M4 muscarinic receptor positive allosteric modulators, primary screen, CHO-K1 cells, Fluo-8 calcium fluorescence; hit rate 0.4% among 360,000; CHO-K1 hM4/Gqi5, ACh EC20; 0% = ACh EC20, 100% = maximal ACh; activation, % at 3 µM;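 active = activation above its plate's cutoff, the mean activation of sample wells plus 3 SD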; note: some results filed as inactive read as strong as hits
CRFR2-BP antag: antagonists of CRF-BP/CRF-R2 complex, primary screen, cell-based, HEK293, calcium dye fluorescence, uHTS. hit rate 0.59% among 350,000. inhibition, % at 11.8 µM. CRF-induced calcium fluorescence. AID 588475, 2011;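 active = inhibition of the ligand-induced calcium signal above about 50% at the single tested concentration, limit read from the data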
CRFR2-BP ag: agonists of CRF-BP/CRF-R2 complex, primary screen, cell-based, HEK293, calcium dye fluorescence, uHTS; calcium dye fluorescence (FLIPR); percent of saturating CRF peptide response; hit rate 0.46% among 350,000; activation, % at 13.2 µM; CRF-binding protein / CRF receptor 2 complex (human);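 active = activation of at least 50%, plus an integration ratio under a set limit after plate pattern correction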;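 note: plate controls were neutral control wells without compound for no effect and CRF at EC100 for full effect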
* hit, by the source's call; . = not tested or not shown; & = joins results of further samples; ! = repeats disagree.

SMILES	CHRM4 agonist	M5 ag	M4 antag	M1 PAM	CHRM5 PAM	CHRM5 antagonist	CHRM4 PAM	CRFR2-BP antag	CRFR2-BP ag
C=CCNC(=O)C(=O)c1cccn1-c1ccsc1C(=O)OC	1	-12	0	-10	2	3	-3	7	-2.1
O=C(N/N=C/c1c(O)ccc2ccccc12)c1[nH]ncc1Br	8	4	2	3	-2	-9	-9	-73	22
C=C1CCN([C@@H](Cc2ccccc2)C(=O)N2CCOCC2)S(=O)(=O)c2ccccc21	1	3	3	-1	4	3	-3	-4	1.4
COc1ccc(C2C3=C(CC(c4ccco4)CC3=O)Nc3ccccc3N2C(C)=O)cc1 (stereo not drawn)	1	-3	-9	5	-2	1	4	3	0.2
NC(=O)c1ccc(NC(=O)COC(=O)CNC(=O)c2sc3ccccc3c2Cl)cc1	4	-2	-13	6	11	-4	1	-4	0.0
Cc1ccc(-c2nn(C)c(=O)c3ccccc23)cc1S(=O)(=O)N1CCOCC1	0	0	-6	3	-2	0	-3	4	0.2
CSC(=NC#N)N1CCN(c2c(C)cccc2C)CC1	0	-3	-3	9	-9	5	4	-18	-4.1
CC(C)(C)c1ccc(C(=O)N2CCCCCC2=O)cc1	1	-4	3	-3	-7	4	2	-19	2.7
Cc1ccc(C(=O)Nc2ccccc2C(=O)NC(Cc2c[nH]c3ccccc23)C(=O)O)cc1 (stereo not drawn)	1	-4	5	10	-8	0	-4	-61	-0.3
Cn1ncc2c(=S)[nH]c(=S)[nH]c21	1	2	5	.	-6	0	1	.	.
O=C(O)CCCCCN1C(=O)/C(=C\c2ccc(-c3ccc(Cl)cc3)o2)SC1=S	1	-1	1	9	6	7	-2	-82	114*
CCC(=O)c1ccc(OCC(=O)OCC(=O)N(CCC#N)c2ccc3c(c2)OCCO3)cc1	20	4	10	-14	-29	25	-6	8	-1.7
CCC(=O)c1ccc(OCC(=O)N(CC)CC2COc3ccccc3O2)cc1 (stereo not drawn)	11	-1	-18	7	2	-7	8	9	0.2
COC(=O)c1c(-n2c(C)cc(C=O)c2C)sc2c1CCCC2	2	-7	-4	-7	-14	8	-4	16	-0.2
CCCNC(=O)C1(C)CCCN(C(=O)c2ccc(C)c(F)c2)C1 (stereo not drawn)	0	0	10	-2	-2	10	1	.	.
CC(C)CN(C(=O)CN1C(=O)NC(c2ccccc2)(c2ccccc2)C1=O)C1CCS(=O)(=O)C1 (stereo not drawn)	3	3	-8	8	5	1	8	4	-1.2
COc1ccccc1NS(=O)(=O)c1cc(NC(=O)c2cc(=O)[nH]c3ccccc23)ccc1N1CCOCC1	3	-1	3	5	-6	11	-10	-3	3.1
CC(C)C[C@H]1CNC(=S)N1C[C@H]1CCCN1C[C@H](Cc1ccc(O)cc1)N1C[C@H](Cc2ccccc2)N(CC2CCCCCC2)C1=S	0	0	-12	4	-4	-2	1	.	.
CCCCc1nnc(SCC(=O)NC2CCCCC2)n1C	0	-2	-4	1	0	9	0	-5	0.6
COc1ccccc1OCC(O)CN1CCN(CC(=O)Nc2c(C)cccc2C)CC1 (stereo not drawn)	2&3	1&1	28*!	3&15	5&2	-2&-9	-2&6	21&2	-0.1&0.5
Cc1cc(C)n(CC(C)NCc2cn[nH]c2-c2cccc3ccccc23)n1 (stereo not drawn)	1	1	15	4	-1	10	-10	-2	-0.7
Cc1ccc(NC2c3ncccc3C(=O)N2Cc2cccs2)cc1 (stereo not drawn)	1	-2	-3	10	-4	0	4	-14	1.9
O=C1CC(Nc2ccccc2)C(=O)N1Cc1ccccc1 (stereo not drawn)	1	1	-4	8	-1	-1	-6	10	0.0
CC(C)C[C@H]1CNC(=S)N1CC1CCCN1C[C@H](Cc1ccccc1)N1C[C@H](Cc2ccccc2)N(CC2CCCCC2)C1=S (stereo partly drawn)	1	3	-12	9	-2	2	2	.	.
COC(=O)c1cc(=O)n(-c2ccccc2)c(=Nc2ccccc2)s1	-2	-4	-10	9	-2	8	-1	34	-3.0
Nc1nc(NCCCN2CCOCC2)nc(Nc2ccc(F)cc2)c1[N+](=O)[O-]	2	3	-2	-6	6	-5	-4	-46	-1.3
C/C(=N\NC(=O)c1cccc(N/N=C(\C)c2ccccc2)c1)c1ccccc1	1	-1	-9	9	-3	-5	-4	10	-3.7
O=C(CCCN1C(=O)c2cccnc2C1=O)Nc1ccc(F)cc1Cl	0	-2	-6	7	-1	4	2	7	-7.2
COC(=O)C(NC(=O)c1ccc(F)cc1)(Nc1nc(C)cs1)C(F)(F)F (stereo not drawn)	0	-6	-1	3	0	-3	-5	-10	-1.0
COc1ccc(/C=C/C(=O)N(Cc2ccccc2)c2ccccn2)cc1OC	0	0	-3	2	0	-3	2	23	0.4
Cn1c(CCNC(=O)c2ccco2)nc2cc([N+](=O)[O-])ccc21	1	-2	4	9	-1	8	4	0	-1.8
Cc1cc(NC(=O)c2ccccc2F)n(-c2nc3ccccc3[nH]2)n1	0	-6	4	2	-14	3	1	-63	3.4
COc1ccc(N2CCN(C(=O)c3ccc(N(C)S(=O)(=O)c4ccc(OC)cc4)cc3)CC2)cc1	12	3	3	-7	-12	1	-9	29	-3.9
CCCCn1nnnc1C(c1ccccc1)N1CCN(c2ccccn2)CC1 (stereo not drawn)	0	-7	1	.	3	-7	-1	.	.
CCOC(=O)CSc1nnc(CNC(=O)c2cccs2)n1-c1cc(C)ccc1C	1	-4	10	3	-2	9	-6	9	-4.1
O=C(NCCc1cccnc1)C1CCC(=O)N(Cc2cccc(C(F)(F)F)c2)C1 (stereo not drawn)	1	-2	-6	4	-5	0	5	4	-0.7
Cc1ccccc1NC(=O)c1cc(S(=O)(=O)N2CCOCC2)ccc1F	2	-1	-11	12	0	4	12	2	1.3
NC(CC(=O)OC1CCCCC1)C(=O)OC1CCCCC1 (stereo not drawn)	4	7	-2	5	-4	-3	-1	-6	0.1
Cc1cc(C)n(-c2ccc(C)c(Cl)c2)n1	0	-2	0	4	2	4	-2	2	-2.2
NC(=O)CN1C(=O)C2C3c4ccccc4C(c4ccccc43)C2C1=O (stereo not drawn)	1	2	6	5	0	-3	5	0	1.6

Reprinted at random: two entries already listed
SMILES	CHRM4 agonist	M5 ag	M4 antag	M1 PAM	CHRM5 PAM	CHRM5 antagonist	CHRM4 PAM	CRFR2-BP antag	CRFR2-BP ag
CCC(=O)c1ccc(OCC(=O)N(CC)CC2COc3ccccc3O2)cc1 (stereo not drawn)	11	-1	-18	7	2	-7	8	9	0.2
CSC(=NC#N)N1CCN(c2c(C)cccc2C)CC1	0	-3	-3	9	-9	5	4	-18	-4.1

Going on with the list.
SMILES	CHRM4 agonist	M5 ag	M4 antag	M1 PAM	CHRM5 PAM	CHRM5 antagonist	CHRM4 PAM	CRFR2-BP antag	CRFR2-BP ag
O=C(CNC(=O)C1CCCCC1)OCn1nnc2ccccc2c1=O	1	-2	0	12	4	3	2	-25	-0.3
O=C(NC1(C(F)(F)F)NC(=O)N(Cc2ccco2)C1=O)c1cccnc1 (stereo not drawn)	1	-3	-13	3	8	-13	9	-22	1.7
Cc1ccc(NC(=O)c2cccc3c2-c2ccccc2C3=O)cc1C	-2	-5	6	-1	3	-3	8	14	0.1
CCOC(=O)C1CCN(C(=O)c2cccc(S(=O)(=O)N(C)C3CCCCC3)c2)CC1	20	1	-31	1	-12	4	-6	0	0.1
CCN(C(=S)NCc1ccccc1)c1ccccc1	-1	-7	7	7	2	6	2	-5	-1.4
COc1ccc(C(=O)CCC(=O)O)c(C)c1	0	-2	-16	3	0	-6	0	-14	1.4
CCC(=O)Nc1ccc(/C(C)=N\NS(=O)(=O)c2ccc(C)cc2)cc1	-1	-4	-6	-2	2	-8	-1	-2	1.2
CN1CCN(c2oc(-c3ccccc3)nc2S(=O)(=O)c2ccccc2)CC1	1	7	-8	11	7	6	10	0	3.1
CC(C)[C@H](NC(=O)c1c(F)cccc1F)C(=O)OCC(=O)NNC(=O)c1ccccc1	0	0	-3	2	3	1	0	9	-2.1
CCCc1nnc(NC(=O)CCC(=O)N2CCN(S(=O)(=O)c3ccc(C)cc3)CC2)s1	0	-1	-11	8	6	-4	-1	9	-1.2
Cc1ccc(/C=C/C(=O)N(Cc2cccs2)C2CCS(=O)(=O)C2)cc1 (stereo not drawn)	3	4	-13	15	6	-7	11	0	0.8
CCOc1ccc(Br)cc1/C(C)=N\NC1=NCCN1	6	8	21	-17	-15	32*	-12	-16	0.4
CCOc1ccc(NC(=O)C2CCN(S(=O)(=O)c3c(C)n[nH]c3C)CC2)cc1	0	-4	-2	11	5	1	7	10	0.2
COc1ccc(C2CC(=O)c3cnc(NC(=O)c4ccccc4OC)nc3C2)c(OC)c1 (stereo not drawn)	5	0	-1	4	-7	2	-6	13	1.5
CCOc1ccc(N(CC(=O)Nc2ccc(C)cc2)S(=O)(=O)c2c(C)[nH]c(=O)[nH]c2=O)cc1	0	2	-1	6	-3	11	-5	5	0.9
O=C(NNC(=S)NCC1CCCO1)c1ccc(S(=O)(=O)N2CCOCC2)cc1 (stereo not drawn)	1	2	-2	7	6	14	-2	-9	3.6
COc1cc(O)c(C(CC(=O)N2CCCCC2)c2ccc(N(C)C)cc2)c(OC)c1 (stereo not drawn)	1	-2	5	6	2	10	-1	-7	-1.4
CN1CCN(CC(=O)Nc2ccccc2C(F)(F)F)CC1	0	-12	12	2	-2	17	-8	-2	-0.5
CC(C)(C)OC(=O)N1CCCN(C(=O)Nc2cccc(Cl)c2)CC1	0	1	2	8	-1	-7	-4	113*	1.2
COCCn1c(C)cc(C2=NNC(=Nc3ccc(OC)cc3)SC2)c1C	1	2	2	-7	-7	9	1	32	0.9
COCCn1c(SCC(=O)NC(=O)NC(C)(C)C)nc2ccccc21	1	0	1	5	3	-1	0	3	-0.6
O=C(COC(=O)/C=C/c1ccc(F)cc1)Nc1nnc(-c2ccccc2)o1	1	1	-11	12	5	7	11	3	0.6
CCn1cc(C(=O)N[C@H](C(=O)NCCCN2CCOCC2)C(C)C)c(=O)c2cc3c(cc21)OCO3	0	-3	4	8	-3	14	4	12	-0.8
Cc1ccc(S(=O)(=O)NCC(c2ccc3c(c2)OCO3)N2CCN(c3ccccc3)CC2)cc1 (stereo not drawn)	0	-3	4	3	3	-10	-2	7	0.1
CCc1ccc(CN2CCCC(CNC(=O)c3cccc(OC)c3OC)C2)cc1 (stereo not drawn)	1	-1	-4	6	-3	4	-1	-10	1.3
O=C(NC1CC1)c1cccc(NC(=O)C2CCCCC2)c1	0	2	-8	1	-7	10	6	-9	0.9
CS(=O)(=O)n1nc(OC(=O)c2cccc3ccccc23)cc1N	0	-4	2	5	-2	5	1	-31	-0.2
Cc1ccc(CNC(=O)CSc2nnc(CNC(=O)c3ccccc3)o2)cc1	2	-2	-6	15	0	0	23*	-11	-1.5
Cc1ccccc1Nc1ncnc(N)n1	1	-4	-7	7	-1	3	9	10	-1.1
